CR mimetic SO = yeast age-related superoxide inhibition as caloric restriction mimetic. S. cerevisiae aged cells, superoxide DHE fluorescence; hits give low values. superoxide response (% of plate mean), % at 10 µM. 330,000 tested, 0.18% active;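 active = superoxide response under a set limit, about three screen SD below normal, cut at about 65% in these data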;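 also: yeast aged for seven days with compound at 30 °C before DHE staining; 100% = average MFI of all compound-treated wells on the plate with controls excluded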
CIT2 TOR yeast = alters CIT2-GFP fluorescence in TOR pathway yeast screen | S. cerevisiae CIT2-GFP strain, flow cytometry, 3 h; 100 means same as DMSO wells | GFP response vs DMSO, % at 10 µM | 320,000 tested, 0.065% active | AID 2029;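 active = GFP response relative to DMSO above a set limit, near the screen mean plus 3 SD, cut at about 150% in these data; inconclusive = Fewer than 70 cells measured for a yeast strain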;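 also: ratio of well median GFP fluorescence to mean of DMSO wells on the plate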
AGP1 TOR yeast = modulators of TOR pathway AGP1-GFP in S. cerevisiae | S. cerevisiae AGP1-GFP multiplex flow cytometry, 3 h; GFP as percent of DMSO wells | GFP response vs DMSO, % at 10 µM | 320,000 tested, 0.02% active | AID 2066;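 active = GFP response relative to DMSO above a set limit, near screen average plus 3 SD, cut at about 150% in these data; inconclusive = fewer than 70 cells counted for the yeast strain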;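 also: median GFP channel fluorescence of the gated AGP1 strain per well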
VLA-4 inh = inhibition in a human VLA-4 binding assay | VLA-4 expressing cells, ligand binding flow cytometry | inhibition, % (about 7 µM as worked out from the volumes in the protocol) | 330,000 tested, 0.2% active | AID 2557; in the data active = inhibition above about 50%
LAP4 TOR yeast = modulators of TOR pathway LAP4-GFP in S. cerevisiae; 320,000 tested, 0.34% active; AID 2023; GFP response vs DMSO, % at 10 µM; S. cerevisiae LAP4-GFP multiplex, flow cytometry GFP, 3 h; median GFP as percent of DMSO wells;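 active = GFP response vs DMSO above a set limit, about the screen mean plus 3 SD, cut at about 150% in these data; inconclusive = under 70 cell events counted for the yeast strain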
RPL19A-GFP yeast = modulators of TOR pathway RPL19A-GFP in S. cerevisiae. S. cerevisiae RPL19A-GFP strain, flow cytometry, 3 h; hits give low values. 330,000 tested, 0.3% active. AID 2025. percent response vs DMSO, % at 10 µM;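 active = percent response vs DMSO below 50%; inconclusive = fewer than 70 events counted for the yeast strain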;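 also: median channel GFP fluorescence of the barcoded RPL19A-GFP strain; ratio of sample median GFP to plate DMSO average so 100% = DMSO; lower means less RPL19A-GFP as with rapamycin TOR inhibition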
MEP2 TOR yeast = yeast TOR pathway MEP2-GFP modulation; S. cerevisiae MEP2-GFP strain, flow cytometry GFP, 3 h; 100% = DMSO control level; GFP response vs DMSO, % at 10 µM; 330,000 tested, 0.51% active;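 active = GFP response versus DMSO above a set limit, roughly screen mean plus 3 SD, cut at about 180% in these data; inconclusive = fewer than 70 cells counted for a yeast strain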;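 also: median GFP fluorescence of the barcode-gated MEP2-GFP cells per well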
GRK2 inh = inhibitors of human GRK2 displacing RNA aptamer | P25098 | bead flow cytometry, FAM-aptamer displacement from GRK2 | inhibition of aptamer binding, % at 10 µM | 330,000 tested, 0.59% active | AID 488847;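 active = inhibition of aptamer binding above 40%, roughly 3 SD of noise, on plates passing a quality check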;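 also: median bead fluorescence of bound FAM aptamer so fluorescent compounds give negative values; no value below 0 was filed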
Target sequence (P25098 whole entry, looked up): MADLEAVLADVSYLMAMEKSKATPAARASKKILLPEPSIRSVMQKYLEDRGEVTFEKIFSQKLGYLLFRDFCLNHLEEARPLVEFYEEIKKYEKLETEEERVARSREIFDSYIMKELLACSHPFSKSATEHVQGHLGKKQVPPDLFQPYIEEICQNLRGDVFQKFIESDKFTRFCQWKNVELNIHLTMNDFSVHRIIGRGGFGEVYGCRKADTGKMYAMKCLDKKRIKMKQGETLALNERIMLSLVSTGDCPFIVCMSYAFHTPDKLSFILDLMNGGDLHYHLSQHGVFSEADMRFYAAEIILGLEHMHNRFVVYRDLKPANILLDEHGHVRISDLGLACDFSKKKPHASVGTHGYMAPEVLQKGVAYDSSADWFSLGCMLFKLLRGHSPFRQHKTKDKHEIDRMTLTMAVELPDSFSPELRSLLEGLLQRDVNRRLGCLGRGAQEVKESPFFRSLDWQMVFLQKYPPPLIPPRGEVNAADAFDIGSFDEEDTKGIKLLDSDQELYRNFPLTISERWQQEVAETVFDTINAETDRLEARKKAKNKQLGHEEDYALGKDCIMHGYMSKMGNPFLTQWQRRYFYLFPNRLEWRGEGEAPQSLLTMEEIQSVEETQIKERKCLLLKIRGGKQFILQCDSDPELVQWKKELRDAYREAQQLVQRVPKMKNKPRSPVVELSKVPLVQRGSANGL
An asterisk follows results filed as active; ? = inconclusive; · = no result given; [ ] = remark or other dose.

SMILES	CR mimetic SO	CIT2 TOR yeast	AGP1 TOR yeast	VLA-4 inh	LAP4 TOR yeast	RPL19A-GFP yeast	MEP2 TOR yeast	GRK2 inh
CCn1cnc2scc(-c3ccc(C)c(C)c3)c2c1=O	99	105	107	9	98	108	107	0
Cc1cccc(/C=N/NC(=O)c2cc(-c3cccnc3)nc3ccccc23)c1	97	106	109	-19	109	101	106	0
Cc1ccc(-n2nnc3c(=O)n(CC(=O)OCc4ccccc4)cnc32)cc1	74	106	99	11	98	102	102	3
Cc1nc(SCC(=O)Nc2ccc(OCc3ccccc3)cc2)n[nH]1	103	77	106	10	94	106	104	0
O=C(CNS(=O)(=O)c1cccs1)N1CCCC1	98	111	108	2	108	103	106	2
Cc1ccc(S(=O)(=O)N2[C@@H](c3ccc(C(C)(C)C)cc3)C(C(=O)O)=CC[C@H]2c2ccc(Cl)c(Cl)c2)cc1	118	92	103	-26	103	106	103	5
CCOC(=O)N1CCN(C(=O)CN(c2ccc(OC)cc2)S(C)(=O)=O)CC1	96	104	105	-4	100	102	103	0
Cc1cccc(NC(=O)CSc2cccc3cccnc23)c1	109	92	94	16	109	99	137	1
CCCCN=C1NN=C(c2cccc([N+](=O)[O-])c2)CS1	104	93	99	-3	110	93	95	4
CN(CC(=O)Nc1ccccc1C(F)(F)F)C(=O)C1CCN(C(=O)c2ccc(Cl)cc2)CC1	85	108	111	16	115	97	100	1
O=C(Cn1ncc2c3ccccc3n(Cc3ccccc3F)c2c1=O)NC1CC1	94	96	107	8	99	97	95	0
Cc1nc2ncnn2c(C)c1CCC(=O)NCc1ccc2c(c1)OCO2	111	106	110	1	110	103	107	2
Cc1c(C(C)C)c(=O)n(-c2ccc(S(=O)(=O)NC3CC3)cc2)n1C	93	99	101	0	110	107	94	3
COc1ccc(OC)c(NC(=S)N2CCCC2)c1	88	99	93	-15	66	107	100	0
CCC(=O)Oc1ccc(C(=O)Nc2ccc([N+](=O)[O-])cc2)cc1	92	95	101	2	111	97	109	0
CC(NC(=O)CCn1c(=S)[nH]c2ccsc2c1=O)c1ccccc1 (stereo not drawn)	99	105	106	-8	105	98	101	0
CC(C)(C)OC(=O)C[C@@H]1C/C=C\C[C@@H](CC(=O)NCCO)C(=O)NC[C@H](c2ccccc2)OC1=O	92	108	103	-14	108	100	112	5
CCOC(=O)c1[nH]c(C)c(C(=O)N2CCN(c3ccccc3)CC2)c1C	103	112	48	10	97	94	112	2
CC1Cn2c(nc3sc4c(c3c2=O)CCC4)N1CCO (stereo not drawn)	98	·	91	16	83	95	95	0
O=C(CN1CCCCC1)Nc1nnc(-c2ccc([N+](=O)[O-])cc2)s1	102	98	101	6	101	101	101	3
O=C(COC(=O)c1ccc2c(c1)OCCO2)NCc1ccccc1Cl	119	98	98	-1	92	98	104	0
COc1ccc(-c2cc(C(=O)Nc3ccc(F)cc3F)no2)cc1	110	96	95	-6	93	99	95	0
O=C(NC1CC1)C1CCN(C2CCN(Cc3ccccc3C(F)(F)F)CC2)CC1	70	105	97	8	83	103	109	0
C/C(=N\Nc1nc2ccccc2[nH]1)c1ccc(Cl)s1	67	94	100	14	98	100	104	0
O=C(O)COc1ccccc1/C=N/Nc1ccc(S(=O)(=O)Nc2ccc(Cl)cc2)cc1[N+](=O)[O-]	81	88	99	-5	94	99	98	2

The final six records of the section before open the next one.
SMILES	CR mimetic SO	CIT2 TOR yeast	AGP1 TOR yeast	VLA-4 inh	LAP4 TOR yeast	RPL19A-GFP yeast	MEP2 TOR yeast	GRK2 inh
O=C(CN1CCCCC1)Nc1nnc(-c2ccc([N+](=O)[O-])cc2)s1	102	98	101	6	101	101	101	3
O=C(COC(=O)c1ccc2c(c1)OCCO2)NCc1ccccc1Cl	119	98	98	-1	92	98	104	0
COc1ccc(-c2cc(C(=O)Nc3ccc(F)cc3F)no2)cc1	110	96	95	-6	93	99	95	0
O=C(NC1CC1)C1CCN(C2CCN(Cc3ccccc3C(F)(F)F)CC2)CC1	70	105	97	8	83	103	109	0
C/C(=N\Nc1nc2ccccc2[nH]1)c1ccc(Cl)s1	67	94	100	14	98	100	104	0
O=C(O)COc1ccccc1/C=N/Nc1ccc(S(=O)(=O)Nc2ccc(Cl)cc2)cc1[N+](=O)[O-]	81	88	99	-5	94	99	98	2
O=C(Nc1c(C(=O)N2CCOCC2)oc2ccccc12)c1cccc([N+](=O)[O-])c1	131	98	94	0	96	101	99	1
CCOC(=O)c1cccc(S(=O)(=O)N(CCO)Cc2cc3cc(OC)ccc3[nH]c2=O)c1	87	108	105	28	108	102	109	0
c1ccc(COc2cccc(CN3CCc4ccccc4C3)c2)cc1	97	94	98	10	94	102	99	0
CCC1Oc2ccccc2N(CC(=O)NCCN2CCc3ccccc3C2)C1=O (stereo not drawn)	100	97	102	3	96	100	99	1
Cc1c(CCC(=O)O)c(=O)oc2cc(OCc3ccccc3Br)ccc12	94	99	92	12	94	102	98	9
CCc1ccccc1NC(=O)C(Cc1ccccc1)c1nn[nH]n1 (stereo not drawn)	94	112	12	-3	83	102	103	0
O=C(Nc1nc2ccc(S(=O)(=O)N3CCCCC3)cc2s1)c1cccnc1	88	99	99	-10	96	100	103	2
CCCc1nc2c(sc3nc4c(cc32)COC(C)(C)C4)c(=O)n1Cc1ccco1	105	79	82	0	82	110	90	0
COc1ccccc1CNS(=O)(=O)c1ccc2[nH]cc(C(=O)O)c(=O)c2c1	90	90	99	6	95	92	96	59*
COc1ccc(C2=C(SC)CC2=NC(C)(C)C)cc1	91	88	91	-41	94	92	92	0
O=C(Nc1ccc(F)cc1)c1ccc(-n2cncn2)c([N+](=O)[O-])c1	110	109	108	23	103	102	100	1
Cc1ccc(C(=O)CCC(=O)N2CCN(c3ccccc3O)CC2)cc1	99	85	88	4	93	95	99	0
O=C(NCCNC(=O)c1ccc(Cl)cc1Cl)c1ccco1	94	103	98	2	93	101	107	3
O=C(c1ccc(=O)n(Cc2ccccc2)n1)N1CCN(C/C=C/c2ccccc2)CC1	99	98	101	-13	100	100	100	0
CCOc1ccc2c(c1)-c1c(ssc1=S)C(C)(C)N2	76	93	94	7	111	96	97	2
CC(C)c1nc2sc3c(=S)nc[nH]c3c2c2c1CCC2	96	84	100	-2	114	97	99	·
CC(=O)Nc1cc2ccccc2oc1=O	98	98	101	10	98	108	110	6
O=C(Cc1ccc(Cl)cc1)NNC(=S)NC(=O)c1cccnc1	113	103	99	0	93	104	107	2
O=C(COc1ccc(Cl)cc1Cl)N1CCN(c2ccccn2)CC1	97	87	95	9	100	91	92	1
O=C1CCC(=O)N(c2ccccc2)N1	115	103	97	-8	94	107	97	0
O=C(Nc1cc(S(=O)(=O)N2CCOCC2)ccc1O)c1ccc(NS(=O)(=O)c2ccc(Cl)s2)cc1	101	96	105	-8	92	98	105	0
CCOc1ccc(NC(=O)Cn2ncc3ccccc32)cc1	95	103	107	4	105	109	112	0
COC(=O)[C@H](CCSC)NC(=O)NCc1ccc(S(N)(=O)=O)cc1	67	107	106	10	100	97	102	0
COc1ccc(CCNC(=O)COC(=O)c2cc(=O)[nH]c3ccccc23)cc1	97	107	100	6	94	98	107	0
CCN(CC)C(=O)c1cn(-c2ccccc2)nc1-c1ccc2c(c1)OCCO2	103	104	102	10	105	100	106	0

4 entries from above, field by field.
COc1ccccc1CNS(=O)(=O)c1ccc2[nH]cc(C(=O)O)c(=O)c2c1
  CR mimetic SO: 90
  CIT2 TOR yeast: 90
  AGP1 TOR yeast: 99
  VLA-4 inh: 6
  LAP4 TOR yeast: 95
  RPL19A-GFP yeast: 92
  MEP2 TOR yeast: 96
  GRK2 inh: 59*

COc1ccc(C2=C(SC)CC2=NC(C)(C)C)cc1
  CR mimetic SO: 91
  CIT2 TOR yeast: 88
  AGP1 TOR yeast: 91
  VLA-4 inh: -41
  LAP4 TOR yeast: 94
  RPL19A-GFP yeast: 92
  MEP2 TOR yeast: 92
  GRK2 inh: 0

O=C(Nc1ccc(F)cc1)c1ccc(-n2cncn2)c([N+](=O)[O-])c1
  CR mimetic SO: 110
  CIT2 TOR yeast: 109
  AGP1 TOR yeast: 108
  VLA-4 inh: 23
  LAP4 TOR yeast: 103
  RPL19A-GFP yeast: 102
  MEP2 TOR yeast: 100
  GRK2 inh: 1

Cc1ccc(C(=O)CCC(=O)N2CCN(c3ccccc3O)CC2)cc1
  CR mimetic SO: 99
  CIT2 TOR yeast: 85
  AGP1 TOR yeast: 88
  VLA-4 inh: 4
  LAP4 TOR yeast: 93
  RPL19A-GFP yeast: 95
  MEP2 TOR yeast: 99
  GRK2 inh: 0

Carrying on:
SMILES	CR mimetic SO	CIT2 TOR yeast	AGP1 TOR yeast	VLA-4 inh	LAP4 TOR yeast	RPL19A-GFP yeast	MEP2 TOR yeast	GRK2 inh
COc1ccc(C(C)=O)cc1COC(=O)CCNS(=O)(=O)c1ccc(C)c(C)c1	100	95	101	-22	102	98	98	1
COc1ccc(OC)c(C(c2nnnn2CCc2ccccc2)N2CCN(c3ccccc3)CC2)c1 (stereo not drawn)	102	83	93	9	100	100	104	19
COc1ccc(C(c2nnnn2Cc2ccccc2)N2CCN(C(=O)c3ccco3)CC2)cc1 (stereo not drawn)	101	101	102	-6	92	96	93	0
COC(=O)c1ccc(Oc2c(C)oc3c(CN4CCN(C)CC4)c(O)ccc3c2=O)cc1	106	92	94	-152	99	96	101	2
COc1ccc(S(=O)(=O)N2CCN(C(=S)NCCc3ccccc3)CC2)cc1	119	94	95	7	95	99	101	3
O=C(CCS(=O)(=O)Cc1ccccc1)Nc1ncc([N+](=O)[O-])s1	93	90	85	-4	63	101	99	0
O=C(CCC(=O)c1cccs1)NC1CCCCCC1	97	83	99	2	110	96	118	0
COc1ccc(CCNC(=O)COc2ccc(S(=O)(=O)N3CCOCC3)cc2)cc1	93	98	96	18	103	99	104	0
CCN(C1CCS(=O)(=O)C1)S(=O)(=O)c1ccc(OC)c(OC)c1 (stereo not drawn)	104	97	95	2	90	94	96	1
CCOC(=O)c1ccc(-c2c(-c3ccc4c(c3)OCO4)noc2C)cc1F	100	93	88	-7	108	102	83	1
CC(C)N(Cc1cc2ccccc2[nH]c1=O)C(=O)c1cccc([N+](=O)[O-])c1	111	?	?	3	97[may fluoresce violet]	44*[may fluoresce violet]	319*[may fluoresce violet]	0
CSc1nn2c(C(F)(F)F)cc(C(F)(F)F)nc2c1C(N)=O	102	102	114	-6	110	102	97	2
Cc1cccn2c(=O)c(C=NCc3ccccc3)c(NCCO)nc12	94	107	109	-4	108	109	109	2
Nc1nnc(Cc2ccc(Cl)cc2Cl)s1	102	92	94	19	103	94	96	0
CSCCC(NS(=O)(=O)c1ccc2c(c1)oc(=O)n2C)C(=O)NCc1ccccc1 (stereo not drawn)	110	92	102	-3	111	106	100	1
O=C(CSc1ccccc1C(=O)O)NC1CCCCCC1	102	104	104	-3	106	96	98	3
Cc1cc(OCCNCCO)cc(C)c1Cl	111	106	106	-1	105	102	101	0

Screening results from PubChem BioAssay.
